SENP8 block-1 – SENP8 protease inhibition; Q96LD8; purified SENP8, Z-RLRGG-aminoluciferin cleavage, luminescence; inhibition, % at 10 µM; actives 1.2% (n = 330,000); AID 2540; in the data active = inhibition above about 50%
SENP1 inh – blocks the human SENP1 SUMO protease catalytic domain; Q9P0U3; recombinant SENP1 catalytic domain, CyPet-SUMO1-YPet FRET cleavage; inhibition, % at 10 µM; actives 0.21% (n = 360,000); AID 624204;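 active = inhibition at least 30% at 10 µM, raw YFP signal under a set limit, fluorescence ratio 0.5 to 1.5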;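 note: 0% = enzyme with DMSO and 100% = no enzyme wells; some results filed as inactive read as strong as hits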
Target sequence (Q9P0U3 419-644 limits assumed): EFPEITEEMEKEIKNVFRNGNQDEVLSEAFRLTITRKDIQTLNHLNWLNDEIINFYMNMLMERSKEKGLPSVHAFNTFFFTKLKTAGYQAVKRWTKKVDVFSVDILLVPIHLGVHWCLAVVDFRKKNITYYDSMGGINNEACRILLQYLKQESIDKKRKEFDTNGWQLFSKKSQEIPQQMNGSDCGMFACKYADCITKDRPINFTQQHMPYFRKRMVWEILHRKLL
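Material – human SENP1 catalytic domain · Input – SENP1 enzyme, 20 pM final · Compound dosing – single concentration of 10 µM compound, 0.5% DMSO final · Timing – enzyme reaction for 50 min at room temperature, dark · Measured by – FRET fluorescence in CFP and YFP emission channels · Control set – no-enzyme wells low, DMSO-plus-enzyme wells high control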
PfGluPho inh – PfG6PD (Plasmodium falciparum) enzyme inhibition | PfGluPho enzyme, NADPH resazurin-diaphorase fluorescence | inhibition, % at 20 µM | actives 0.78% (n = 350,000) | AID 504690;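 active = inhibition reaching at least a set limit at 20 µM in the primary screen, cut at about 59% in these data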;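 note: 0% = DMSO wells with substrate and 100% = DMSO wells lacking glucose-6-phosphate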
SENP7 block – inhibitors of human SENP7 protease | recombinant SENP7, Z-RLRGG-aminoluciferin luminescence, 40 min | inhibition, % at 5 µM | actives 1.5% (n = 330,000) | AID 434973;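 active = inhibition above about 50% at the single test dose, limit read from the data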;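 note: plate controls were DMSO with enzyme for no effect and no enzyme buffer wells for full effect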
Target sequence (Q9BQF6 706-1050 limits assumed): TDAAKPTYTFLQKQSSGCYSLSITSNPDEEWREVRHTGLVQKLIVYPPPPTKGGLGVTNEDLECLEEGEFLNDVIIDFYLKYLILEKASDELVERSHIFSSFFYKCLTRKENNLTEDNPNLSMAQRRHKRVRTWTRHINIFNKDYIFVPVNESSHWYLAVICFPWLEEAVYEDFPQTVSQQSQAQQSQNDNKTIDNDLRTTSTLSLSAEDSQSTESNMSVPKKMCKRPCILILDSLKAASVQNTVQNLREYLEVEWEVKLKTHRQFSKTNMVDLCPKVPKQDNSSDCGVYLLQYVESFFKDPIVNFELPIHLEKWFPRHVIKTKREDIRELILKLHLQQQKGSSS
SENP8 block-2 – SENP8 (human) protease inhibition; AID 602440; recombinant SENP8, Nedd8 substrate fluorescence; inhibition, % at 20 µM; actives 0.64% (n = 360,000); in the data active = inhibition mostly above about 40%, no sharp cut-off; inactive = mostly below about 27%
HKDC1 inh – blocks human hexokinase HKDC1 activity; recombinant HKDC1, G6PDH/diaphorase resazurin coupled fluorescence; inhibition, % at 20 µM; Q2TB90; actives 0.16% (n = 340,000);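 active = inhibition above about 35% when tested at 20 µM, limit read from the data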;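 note: plate controls were DMSO wells with enzyme for no effect and DMSO wells lacking enzyme for full effect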
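Material: recombinant HKDC1 hexokinase; Amount: HKDC1 at 5 µg/mL; Medium: Tris pH 8.0 buffer with MgCl2, Tween-20, BSA, BME; Schedule: 90 min reaction incubation at room temperature, dark; Technique: coupled resazurin fluorescence, excitation 525 nm, emission 613 nm.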
Apaf1 inhib – human Apaf-1 inhibition; actives 0.71% (n = 330,000); AID 489030; inhibition, % at 20 µM; O14727; reconstituted apoptosome caspase-3 activity, DEVD-Rh110 fluorescence; active = inhibition of at least 40% at 20 µM;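 note: plate controls were DMSO wells for no effect and DEVD-CHO caspase inhibitor wells for full effect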
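Material: biochemical Apaf-1 apoptosome reconstitution. Medium: Hepes buffer, pH 7.5. Also added: cytochrome c activation, bis-DEVD rhodamine 110 substrate. Timing: 30 min compound preincubation, 50 min activation, room temperature. Measured by: rhodamine 110 fluorescence at Ex 480/Em 540 nm.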
SENP6 block – blocks the human protease SENP6. Q9GZR1. Recombinant SENP6 catalytic domain, aminoluciferin luminescence. inhibition, % at 10 µM. actives 1.8% (n = 330,000). AID 2599;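 active = inhibition above about 50% at the single tested dose, limit read from the data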;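 note: plate controls were DMSO wells with enzyme for no effect and DMSO wells lacking enzyme for full effect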
Target sequence (Q9GZR1 628-1112 limits assumed): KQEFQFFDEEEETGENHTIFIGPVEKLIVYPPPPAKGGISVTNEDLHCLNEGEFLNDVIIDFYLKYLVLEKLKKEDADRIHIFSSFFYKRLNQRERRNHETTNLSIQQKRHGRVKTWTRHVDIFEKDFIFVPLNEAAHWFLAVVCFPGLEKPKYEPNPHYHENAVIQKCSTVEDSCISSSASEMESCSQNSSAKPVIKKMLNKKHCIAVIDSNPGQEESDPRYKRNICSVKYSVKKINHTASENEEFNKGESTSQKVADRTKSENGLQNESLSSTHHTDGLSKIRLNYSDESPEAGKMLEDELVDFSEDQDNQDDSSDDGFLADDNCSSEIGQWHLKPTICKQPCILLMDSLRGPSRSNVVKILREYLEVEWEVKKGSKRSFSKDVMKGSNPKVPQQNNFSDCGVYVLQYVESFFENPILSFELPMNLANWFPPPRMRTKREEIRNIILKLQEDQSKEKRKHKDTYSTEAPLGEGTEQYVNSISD
* hit, by the source's call; i = inactive; nt = no result given.

SMILES	SENP8 block-1	SENP1 inh	PfGluPho inh	SENP7 block	SENP8 block-2	HKDC1 inh	Apaf1 inhib	SENP6 block
O=C(CCC(=O)N1CCSc2ccccc21)Nc1ccc(F)cc1	-7	1	25	11	15	-5	-1	-6
COc1cccc(NC(=O)COC(=O)COc2cccc3c2OC(C)(C)C3)c1	0	1	1	1	6	-3	10	-11
O=C(CCNC(=O)c1ccc([N+](=O)[O-])cc1)Nc1ccc(F)cc1	-5	0	-3	-3	14	-5	11	2
CC(C)CNC(=O)c1ccc(NC(=O)c2cccs2)cc1	-6	1	-9	2	2	16	0	1
CC(NS(=O)(=O)c1ccc(OCC(=O)N2CCOCC2)c(Cl)c1)c1ccccc1 (configuration not stated)	8	2	-6	-1	31	-1	-18	12
Cc1cnc(C(=O)NC2CCSc3ccccc32)cn1 (configuration not stated)	-2	-4	-12	-4	1	-4	10	2
O=C(N/C(=C/c1ccc(Br)cc1)C(=O)N1CCCC1=O)c1ccco1	7	0	15	5	12	-3	1	-2
COC(=O)c1ccc(NC(=O)CSc2nncn2-c2cccnc2)cc1	13	-5	-21	0	6	-1	-1	15
CCCc1[nH]nc2c1C(c1ccncc1)C(C#N)=C(N)O2 (configuration not stated)	7	2	-19	11	21	7	2	7
Cc1sc(NC(=S)NC(=O)c2ccccc2)c(C#N)c1C	-4	1	20	-10	22	-2	11	-15
O=C(c1ccccc1)c1c[nH]c2ccccc12	nt	-2	14	nt	10	-2	nt	nt
Cc1cccc(Nc2nnc(SCC(=O)c3ccc(O)cc3O)s2)c1	-11	3	7	-8	-1	2	-7	-22
Oc1ccccc1Nc1nc(NCc2ccccc2)c2ccccc2n1	-9	3	26	-2	-9	-2	5	-33
COc1ccccc1C(CNC(=O)c1ccc(S(=O)(=O)NCc2ccco2)cc1)N(C)C (configuration not stated)	-1	1	-1	0	17	-10	-53	1
Cc1cccc(NC(=O)CC2(CC(=O)O)CCCC2)c1	-6	2	10	-4	14	-6	0	4
Cc1cc(C(F)(F)F)nc(SCCN2CCCCC2)c1C#N	-2	-14	-9	-3	7	0	1	-9
CCOC(=O)N1CCN(Cc2cn[nH]c2-c2cc3ccccc3o2)CC1	6	-1	-6	4	10	-4	-1	-3
CC(C)CSc1nc2c(=O)[nH][nH]c(=O)c2n1Cc1ccccc1	-9	1	-18	-8	13	-2	5	-14
O=C(N/N=C/c1ccc([N+](=O)[O-])s1)c1cccc(Br)c1	2	-5	2	-1	24	1	13	19
O=C(NCc1ccco1)c1cc2n(n1)C(C(F)(F)F)CC(c1ccc(Br)cc1)N2 (configuration not stated)	0	14	2	0	14	-5	5	0

Random excerpt: seven entries already listed.
SMILES	SENP8 block-1	SENP1 inh	PfGluPho inh	SENP7 block	SENP8 block-2	HKDC1 inh	Apaf1 inhib	SENP6 block
O=C(N/N=C/c1ccc([N+](=O)[O-])s1)c1cccc(Br)c1	2	-5	2	-1	24	1	13	19
Cc1cccc(Nc2nnc(SCC(=O)c3ccc(O)cc3O)s2)c1	-11	3	7	-8	-1	2	-7	-22
O=C(CCNC(=O)c1ccc([N+](=O)[O-])cc1)Nc1ccc(F)cc1	-5	0	-3	-3	14	-5	11	2
CCCc1[nH]nc2c1C(c1ccncc1)C(C#N)=C(N)O2 (configuration not stated)	7	2	-19	11	21	7	2	7
CC(C)CSc1nc2c(=O)[nH][nH]c(=O)c2n1Cc1ccccc1	-9	1	-18	-8	13	-2	5	-14
CC(C)CNC(=O)c1ccc(NC(=O)c2cccs2)cc1	-6	1	-9	2	2	16	0	1
Cc1sc(NC(=S)NC(=O)c2ccccc2)c(C#N)c1C	-4	1	20	-10	22	-2	11	-15

Additional results follow:
SMILES	SENP8 block-1	SENP1 inh	PfGluPho inh	SENP7 block	SENP8 block-2	HKDC1 inh	Apaf1 inhib	SENP6 block
Cc1ccc(CNC(=O)c2csc3c2CCCCC3)cc1	-14	-1	-2	-2	9	-1	17	-1
CCOC(=O)CC(=O)NC(CC(=O)OC)c1ccc(Br)cc1 (configuration not stated)	0	0	-5	-5	13	0	-27	-11
CC(C)CC(=O)NC(=S)Nc1sc2c(c1C(N)=O)CCC2	6	-4	-11	0	8	8	12	19
COc1ccc(OC)c(S(=O)(=O)N2CCN(C)CC2c2ccccc2)c1 (configuration not stated)	5	-1	-4	-3	12	-7	-2	-13
COc1ccc(/C=C2\CCCc3c2nc2ccccc2c3C(=O)OCC(=O)c2c(N)n(C)c(=O)n(C)c2=O)cc1	6	nt	nt	3	nt	nt	27	14
Cc1nnc(SCC(=O)NNC(=O)COc2ccc(Cl)cc2)s1	-10	3	6	-7	4	1	2	-13
COc1ccc(-c2cc3ncnc(Cl)c3s2)cc1	84*	-69	7	46	-313	-3	9	83*
CC(=O)C1=C(c2ccccc2)OC(N)=C(C#N)C1c1ccccc1C (configuration not stated)	-5	-9	-15	-14	7	-2	19	-4
CCc1cc2c(SCC(=O)Nc3ncc(Cl)c(C)c3Cl)ncnc2s1	-1	-18	2	3	-3	1	9	-2
CCOc1ccc(N/C=C/C(=O)c2ccc3ccccc3c2)c([N+](=O)[O-])c1	-3	17	-3	-8	25	-13	-1	-18
Cc1ccc(S(=O)(=O)NC(=O)Nc2cc(C)no2)cc1	4	1	-6	-1	14	-3	-6	-6
Cc1c(C(=O)Nc2ccc(S(=O)(=O)Nc3ncccn3)cc2)oc2ccccc12	1	-4	-6	-4	-37	0	-15	-4
CC(=O)N1c2c(cc(Br)cc2S(=O)(=O)N2CCN(c3ccccn3)CC2)CC1C (configuration not stated)	1	-10	-3	-4	24	0	14	-5
COc1ccc(/C=C/C(=O)NCCOc2ccc(C)cc2)cc1	-8	2	7	-5	-4	-5	7	-11
COC(=O)C1C(=O)C2=C(CC1C)NC(C)=C(C(=O)OCc1ccc(OC)cc1)C2c1ccc(C)o1 (configuration not stated)	4	-12	5	3	-176	8	17	9
CC(C)c1ccccc1NCC(=O)N1CCN(Cc2ccccc2)CC1	3	2	15	-1	19	-1	4	3
Brc1ccc(Sc2cnc3ccccc3n2)cc1	-9	-1	12	-6	-13	-3	16	-16
CC1=C(c2ccc(C(C)C)cc2)S(=O)(=O)N=C1N1CCN(C(=O)c2ccco2)CC1	4	1	-4	4	10	-6	-3	7
CC1CCC(C(C)C)C(OCC(O)CNC(C)C)C1 (configuration not stated)	1	2	-15	-6	16	-2	6	-14
O=C(Nc1nnc(CC2=CCCCC2)s1)c1cccs1	-5	0	-17	2	-20	0	13	1
N#Cc1c(NC2CCCCC2)nc(-c2ccco2)c2c1CCCC2	-6	-24	-7	-5	i	0	15	5
O=C(Nc1ccc(F)cc1)c1ccccc1S(=O)(=O)c1ccccc1[N+](=O)[O-]	1	0	-7	2	9	-7	13	3
CCOc1cc(C2C(C#N)=C(N)Oc3n[nH]c(C)c32)ccc1OCCN1CCOCC1 (configuration not stated)	3	2	-12	3	28	-2	-4	1
COc1ccccc1-c1nnc(SC(C)C(=O)NCC2CCCO2)n1C (configuration not stated)	nt	-2	7	nt	5	-3	nt	nt
CC(=O)N1CCc2cc(Br)cc(S(=O)(=O)NCCCN(C)Cc3ccccc3)c21	-1	3	4	-2	4	-6	6	-12
CN(C(=O)c1ccc(NC(=O)Cc2cccc(NC(=O)C3CCN(C(=O)C4CC4)CC3)c2)cc1)C1CC1	nt	2	-26	nt	7	8	nt	nt
COc1ccc(NC(=O)c2c(NC(=O)CNCc3ccco3)sc3c2CCC3)cc1	-3	-4	-12	-6	-8	-10	12	-23
COc1ccc(/C=C2\SC(=S)N(CCC(=O)NCCc3ccc(O)cc3)C2=O)cc1	-5	-23	-14	-8	20	-4	-34	9
Cc1cc(Br)ccc1OCCCCNC(C)(C)C	-4	0	7	-2	4	-2	-2	-5
CCN1CCc2nc(NC(=O)c3ccccc3)sc2C1	0	-30	7	5	-230	2	16	14
Cn1c(C(=O)NCc2cccs2)cc2c(=O)n(C)c3ccccc3c21	-1	-1	2	6	-57	-2	11	0
C/C(=N\NC(=S)NC(C)C)c1ccc(C(C)(C)C)cc1	12	1	21	-6	-1	-1	7	2
O=C(c1ccccc1N1CCOCC1)N1CCCC(Nc2ccc(F)cc2)C1 (configuration not stated)	-6	3	3	4	4	1	2	1
Cc1ccc2c(c1)NC(=O)C(N1CCOCC1)(C(F)(F)F)O2 (configuration not stated)	-2	1	21	1	32	10	0	10
O=C(c1ccc(C(F)(F)F)cc1)N1CCC(=O)N(C(COCc2ccc(Cl)cc2)Cc2ccccc2)CC1 (configuration not stated)	2	1	6	3	11	8	32	-10
O=C(C1CCCC1)N1CCC(CC2CC(c3ccc(Cl)cc3)=NO2)(C(=O)NCC2CCCCC2)CC1 (configuration not stated)	-4	1	-7	6	25	6	8	-8
COc1ccc(CCN(C)CC(O)COc2c(C)ccc(C)c2C)cc1OC (configuration not stated)	-2	1	-5	0	8	10	12	-3
COc1ccc(C23NCCN2C(=O)c2ccccc23)cc1 (configuration not stated)	6	2	-6	8	10	-6	2	19
CC(=O)c1ccc(OCc2cc(C(=O)NC3CCCCC3)no2)cc1	2	0	-11	4	8	-7	6	12
COc1ccc(Oc2cc(Cl)nc(N)n2)cc1	7	2	-14	-5	15	-11	-2	5
O=C(O)C1C2C=CC(C2)C1C(=O)Nc1cccc(C(=O)N2CCCCC2)c1 (configuration not stated)	7	0	-12	0	-1	-5	-13	-15
Cn1cc(S(=O)(=O)N2CCCC2)cc1C(=O)Nc1cccc(C(F)(F)F)c1	-11	-3	9	8	13	-3	15	0
CC(C)C(c1nnnn1CC1CCCO1)N1CCN(Cc2ccc3c(c2)OCO3)CC1 (configuration not stated)	-6	0	18	-11	17	-4	2	-4
CCOC(=O)C1=C(C)C(c2cccc(Oc3ccccc3)c2)NC(=S)N1 (configuration not stated)	4	-1	-2	11	27	-4	25	-3
CCOC(=O)CSc1nc2ccc(Nc3nc(N4CCOCC4)nc(N4CCOCC4)n3)cc2s1	-22	-16	4	11	5	-7	23	-28
CC1Cc2ccccc2N1C(=O)COC(=O)CCc1nc2ccccc2c(=O)[nH]1 (configuration not stated)	4	-4	5	2	-3	-10	-1	15
COc1cc(C(=O)NCCOc2cc(C)ccc2C(C)C)cc(OC)c1OC	-4	3	17	-2	8	0	14	5
[O-]/C(=C(\C(=S)Nc1cccc2ccccc12)[n+]1ccccc1)c1cccs1	12	-73	18	23	-362	2	30	56*
O=C(c1cn(CC(=O)N2CCCC2)c2ccccc12)C1CCCCC1	2	-1	3	2	8	3	4	10
COc1cccc(NC(=O)NCc2ccc(F)cc2)c1	-17	1	76*	-8	14	29	-11	-11
CCCOc1ccc2c(=O)c(N3C(=O)c4ccccc4C3=O)c(C)oc2c1	-2	0	-3	2	18	1	12	-4
CCCN(CCC)CC(O)Cn1cc(/C=C/C(=O)c2ccccc2)c2ccccc21 (configuration not stated)	nt	-27	25	nt	-210	15	nt	nt
O=C1c2cccnc2C(O)N1Cc1ccco1 (configuration not stated)	-4	2	-11	10	8	-7	-11	2
CCOCCCNc1nc2c([nH]1)c(=O)n(C)c(=O)n2C	6	-1	-4	11	8	3	0	6
O=C(COc1ccc(S(=O)(=O)NC2CCCCC2)cc1)Nc1ccc2c(c1)OCCO2	-7	1	15	11	0	-1	-1	-3
